Screening results deposited in PubChem by National Center for Advancing Translational Sciences (NCATS).
TDP43 rescue = inhibitors of TDP-43 toxicity in yeast; TDP-43 expressing yeast growth rescue, BacTiter-Glo, 24 h; Potency, µM (doses to about 46.1 µM), for inactives: top-dose growth rescue (activation), actives largely listed as activators; 410,000 compounds, 1.8% hits; note: potency is the fitted concentration of half-maximal effect; % of control where 0% means no effect; nearly all actives have a fitted effect of over 50% in size
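Luminescence from BacTiter-Glo reports growth of TDP-43-expressing yeast after 24 hr at 30 deg C with compound. Cells were raffinose-pregrown to mid-log, then seeded in galactose medium at OD600=0.02.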
GLP1R cytotox = cytotoxicity counter-screen for GLP-1 receptor inverse agonists. HEK293 cAMP-luciferase reporter cells, luminescence, 24 h. Potency, µM (titrated, usually from 38.3 µM), inactives show top-dose activity change, negative = inhibition, hits mostly inhibitors. 410,000 compounds, 0.13% hits;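 note: loss of luciferase light is scored as toxicity; potency is the fitted concentration of half-maximal effect; % is set by controls: 0 for no effect and ±100 for the full control effect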
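Here, cytotoxicity is scored as loss of luminescence. The MLSMR collection was tested on cells seeded in medium containing 10% Nu serum, with a 24 hr compound exposure preceded by 12 hours of culture.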
PTHR1 ag = agonists of human PTHR1 parathyroid hormone receptor; Q03431; 410,000 compounds, 0.075% hits; AID 743266; Potency, µM (titrated, usually from 115 µM), inactives show at the highest dose activation, hits mostly activators; HEK293 GP2 PTHR1 cells, GloSensor cAMP luminescence, 1 h; note: potency is the fitted concentration of half-maximal effect; nearly all actives have a fitted effect of over 55% in size; some results filed as inactive show a strong effect at the top dose; inactives centre near -15; many of its hits are not listed in these tables
Target sequence (Q03431 whole entry, looked up): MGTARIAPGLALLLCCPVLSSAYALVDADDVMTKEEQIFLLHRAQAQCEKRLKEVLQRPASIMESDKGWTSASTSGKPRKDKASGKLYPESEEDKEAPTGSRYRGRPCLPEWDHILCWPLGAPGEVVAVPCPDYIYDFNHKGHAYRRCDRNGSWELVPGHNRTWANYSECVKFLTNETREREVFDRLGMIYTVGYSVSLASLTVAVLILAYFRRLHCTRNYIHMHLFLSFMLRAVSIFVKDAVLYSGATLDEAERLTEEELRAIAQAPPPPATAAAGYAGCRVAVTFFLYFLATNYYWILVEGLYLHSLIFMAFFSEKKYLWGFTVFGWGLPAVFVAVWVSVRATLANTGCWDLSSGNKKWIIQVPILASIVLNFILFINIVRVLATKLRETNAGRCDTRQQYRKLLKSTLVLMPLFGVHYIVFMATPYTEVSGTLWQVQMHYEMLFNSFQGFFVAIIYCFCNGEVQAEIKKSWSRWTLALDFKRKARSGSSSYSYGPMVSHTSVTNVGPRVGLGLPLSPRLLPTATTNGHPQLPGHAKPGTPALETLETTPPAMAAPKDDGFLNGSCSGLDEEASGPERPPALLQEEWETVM
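HEK-293-derived GP2 cells expressing PTHR1 and a GloSensor cAMP reporter, 3,000/well, plated overnight, given luciferin plus IBMX (each 0.5 mM as added) for 1 h at 37 °C, then compound for 1 h at 37 °C. Luminescence was read after 15 min at room temperature.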
FUS yeast rescue = rescues growth of FUS-expressing yeast; Potency, µM (highest dose often 76.6 µM), for the others: top-dose growth rescue (activation), most hits filed as activators; S. cerevisiae FUS-expressing, growth rescue, OD600, 24 h; 390,000 compounds, 0.24% hits;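 note: potency is the fitted concentration of half-maximal effect; plate controls were DMSO vehicle for no effect and reference control for full effect; nearly all actives have a fitted effect of over 55% in size; some results filed as inactive show a strong effect at the top dose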
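FUS-expressing yeast, raffinose-pregrown, induced in 2% galactose minimal medium at OD 0.005; compounds in a dilution series, 24hr at 30C. Growth restoration read as absorbance at 600 nm. CP55940 positive control, DMSO negative.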
GLP-1R inv ag = inverse agonists of human GLP-1 receptor. P43220. HEK293 GLP-1R CRE-luciferase, luminescence, 24 h; GLP-1R form is constitutively active. Potency, µM (series often up to 38.3 µM), inactives show top-dose activity change, negative = inhibition, most hits filed as inhibitors. 410,000 compounds, 1.6% hits. AID 624417; note: potency is the fitted concentration of half-maximal effect; % is set by controls: 0 for no effect and ±100 for the full control effect; nearly all actives have a fitted effect of over 55% in size
Target sequence (P43220 whole entry, looked up): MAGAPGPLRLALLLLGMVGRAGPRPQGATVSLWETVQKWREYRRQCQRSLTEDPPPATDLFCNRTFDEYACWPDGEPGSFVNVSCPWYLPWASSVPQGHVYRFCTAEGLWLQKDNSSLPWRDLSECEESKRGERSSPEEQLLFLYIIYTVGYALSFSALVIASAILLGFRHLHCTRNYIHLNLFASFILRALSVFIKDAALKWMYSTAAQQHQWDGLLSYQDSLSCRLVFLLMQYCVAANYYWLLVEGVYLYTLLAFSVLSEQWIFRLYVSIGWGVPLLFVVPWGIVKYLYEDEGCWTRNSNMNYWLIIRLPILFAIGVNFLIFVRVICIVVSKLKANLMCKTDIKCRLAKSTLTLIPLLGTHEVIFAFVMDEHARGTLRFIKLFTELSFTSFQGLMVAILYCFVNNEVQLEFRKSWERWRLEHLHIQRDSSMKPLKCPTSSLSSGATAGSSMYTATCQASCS
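qHTS in 1536-well format: reporter HEK293 cells expressing constitutive GLP-1R activity in DMEM + 10% Nu serum, 24 hr with compounds at 37 deg C, luminescence read after 12 min with detection reagent.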
Abeta yeast res = restores growth of yeast expressing A-beta42 peptide; Potency, µM (titrated, usually from 46.1 µM), for the others: at the highest dose growth rescue, most hits filed as activators; AID 1347071; yeast expressing A-beta42, growth rescue, OD600, 48 h; response scale: 0% DMSO, 100% iron-clioquinol control; 410,000 compounds, 0.063% hits; note: potency is the fitted concentration of half-maximal effect; nearly all actives have a fitted effect of over 55% in size
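Yeast A-beta toxicity model in growth medium with pinned compounds, 48 h at 30 C; growth read as absorbance at 600 nm. Normalized to FeCl3/clioquinol equimolar mix (positive) and DMSO (negative).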
aSyn rescue = rescues yeast growth from alpha-synuclein toxicity | Yeast expressing alpha-synuclein, growth rescue, BacTiter-Glo, 24 h | 370,000 compounds, 0.14% hits | Potency, µM (top dose mostly 46.1 µM), for inactives: at the highest dose growth rescue (activation), actives largely listed as activators; note: potency is the fitted concentration of half-maximal effect; % of control where 0% means no effect; nearly all actives have a fitted effect of over 65% in size
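Galactose-induced alpha-syn yeast (OD600=0.02, raffinose-pregrown) + pinned cpd, 24 hr, 30 deg C; growth by BacTiter-Glo luminescence. Growth restoration scores as activation.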
MmCpn inh = M. maripaludis TRiC chaperonin inhibition | purified Mm-Cpn ATPase, ADP Transcreener TR-FRET | Potency, µM (series often up to 76.9 µM), inactives show at the top dose activity, negative = inhibition, most hits filed as inhibitors | 330,000 compounds, 0.031% hits; note: potency is the fitted concentration of half-maximal effect; % is set by controls: 0 for no effect and ±100 for the full control effect; nearly all actives have a fitted effect of over 80% in size
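ATP (10 uM final) was added to archaeal chaperonin (25 nM final) after 10 min exposure to test compound at 37°C; after 30 min further incubation, ADP was detected by competitive TR-FRET.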
pAkt inh = blocks phosphorylation of Akt. Neuro2A IGF-stimulated pAkt S473 HTRF, 20 min; active compounds read low. 360,000 compounds, 0.32% hits. AID 651550. activity change, % for hits at 50 µM; in the data active = activity change below about -80%; inconclusive = mostly about -51% to -80%; note: % is set by controls: 0 for no effect and ±100 for the full control effect
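Single-point screen (50 µM final compound) in Neuro2A cells stimulated 20 min with 6 nM IGF at 37 deg C. After lysis, Ser473-phosphorylated Akt read by HTRF (ex 330 nm, em 615/665 nm) as the 665/615 ratio.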
* marks the source's active call; other numbers are inactive results; i = inactive; u = inconclusive; x = no result given; [ ] = remark or other dose. Unless noted, calls come from the whole dose curve; as a rule, active = well fitted curve in the direction sought with a large enough effect; inconclusive = small, poorly fitted or top-dose-only effect, or another doubt; inactive = no such curve, though single readings can be large; an effect the other way counts as inactive or inconclusive.

Every second line gives: TDP43 rescue | GLP1R cytotox | PTHR1 ag | FUS yeast rescue | GLP-1R inv ag | Abeta yeast res | aSyn rescue | MmCpn inh | pAkt inh
CCCSc1nc(NCc2ccco2)c2c3c(sc2n1)COC(C)(CC)C3 (configuration not stated)
 : u | -2% | -3% | x | u | -34%[inhibitor] | -1% | -5% | i
Cc1cccc(NC(=O)c2cc3c(s2)-c2c(C)cccc2OC3)n1
 : 11% | 4% | -24% | -5% | 11% | -5% | -8% | 3% | i
O=C(c1ccco1)N1CCCC(N2CCN(c3cccc(C(F)(F)F)c3)CC2)C1 (configuration not stated)
 : -15% | -7% | -86%[inhibitor] | 3% | u | 1% | -7% | -3% | i
COc1cccc(/C=C/c2nc(S(=O)(=O)c3ccccc3)c(N(C)C)o2)c1
 : 21% | -1% | i | 23% | 12% | 8% | 0% | 0% | i
COC(=O)CN1C(=S)N(c2ccc(OC)cc2)C(=O)/C1=C/c1ccc(N2CCOCC2)cc1
 : 15% | -30% | -1% | 38% | -2% | -7% | -7% | -3% | i
C#CCOCCOCCOCCNc1nc(N2CCN(C(=O)C([C@@H](C)O)n3cc([C@@H](N)CCCCN)nn3)CC2)nc(N2CCN(C(=O)[C@H](CC(N)=O)n3cc(C(N)[C@@H](C)CC)nn3)CC2)n1 (some centres not stated)
 : 20% | -10% | i | -7% | 15% | 13% | 0% | 0% | i
O=c1c2ccccc2[nH]c(=S)n1CCN1CCCC1
 : 14% | 0% | i | -21% | 7% | 4% | -9% | -4% | i
COc1ccc(S(=O)(=O)NC(C)C(=O)NCc2ccncc2)cc1OC (configuration not stated)
 : -11% | -6% | -2% | 14% | 11% | -9% | 0% | 0% | i
NC(c1csc(NC(=O)Nc2ccc(OC(F)(F)F)cc2)n1)C1CCCCC1 (configuration not stated)
 : 3% | -28% | -4% | 36% | u | 4% | -35%[inhibitor] | x | i
COc1ccccc1N(C)S(=O)(=O)c1ccc(Cl)c(C(=O)OCc2c(C)noc2C)c1
 : 0% | 3% | -22% | 36% | 10µM* | -18% | -5% | -1% | i
COC(=O)/C(C#N)=C/c1c(Oc2cccc(C)c2)nc2ccccn2c1=O
 : 1% | -13% | i | 29% | 12% | -1% | 1% | 0% | i
Cn1cc(Br)c(C(=O)Nc2sc3c(c2C(N)=O)CCCC3)n1
 : 0% | -7% | i | 37% | 12% | 1% | -2% | -10% | i
CCCn1c(SCC(=O)Nc2nc(C)c(C(=O)OC)s2)nnc1C(C)C
 : -4% | 15% | i | 22% | 14% | 3% | -2% | 0% | i
CCCC(C)(C)C(=O)N1CCC1(C)C(=O)Nc1ccc(OC)c(OC)c1 (configuration not stated)
 : u | 1% | i | -22% | u | -4% | 5% | x | i
Cc1cccc(NC(=O)/C(C#N)=C\c2cccnc2)c1
 : -17% | 3% | i | 32% | 0% | 29% | 0% | -2% | i
COc1ccc(NC(=O)CSc2nccn2C)cc1S(N)(=O)=O
 : 2% | 2% | i | -13% | -7% | -8% | 0% | -1% | i
CCn1c(SCC(=O)NCc2ccccc2)nc2ccccc2c1=O
 : -2% | 2% | -15%[57.5 µM] | -31% | 6% | 2% | -6% | -2% | i
CCCOc1ccc(C(=O)OCCN2CCCCC2)c(O)c1
 : 0% | 0% | -10% | 4% | u | -17% | -2% | x | i
O=C(Nc1ccc(C(=O)NCC2CCN(Cc3ccccc3F)CC2)cc1)C1=CSCCO1
 : -3% | -17% | i | 10% | u | x | -2% | -4% | i
CC(C)[C@H](NS(=O)(=O)c1ccccc1)C(=O)OCC(=O)Nc1cccc(S(N)(=O)=O)c1
 : 5% | 8% | i | 9% | -21% | 9% | -1% | 1% | i
CC(C)N(Cc1ccccc1)C(=S)NC(=O)C1(C)CC1(Cl)Cl (configuration not stated)
 : 35µM* | u | i | 1% | u | u | 0% | -1% | i
O=C(CN1CCN(c2ccccc2O)CC1)NCCCc1ccccc1
 : 2% | -10% | i | 6% | -36% | -1% | 1% | 1% | i
CCOc1ccccc1-n1c(SCC(=O)N2CCCC2)nnc1-c1ccoc1C
 : -6% | -10% | -1%[57.5 µM] | 5% | -15% | 2% | 1% | 1% | i
COC(=O)c1cc(OC)c(OC)cc1NC(=S)N1CCN(C)CC1
 : -22% | -16% | -12% | -11% | 3% | -26% | 0% | 0% | i
O=C(NCc1ccncc1)Nc1ccc(Cl)cc1Cl
 : -7% | 1% | -8% | 0% | 3% | 10% | -5% | 0% | i
O=C(Nc1ccccn1)C(F)(F)C(F)(F)C(F)(F)C(F)(F)C(=O)Nc1ccccn1
 : 7% | -15% | -30% | x | -2% | 5% | 2% | 0% | i
NC(N)=N/N=C(\N=Nc1ccccc1)c1cccc2cccnc12
 : -12% | -32% | 8% | x | -10% | -4% | 0% | x | i
CCOc1ccc(-c2cc(C)n3nc(C(N)=O)cc3n2)cc1
 : 11% | 33% | i | x | -5% | 11% | 1% | -7% | i
COc1ccc(NC(=O)CSc2nnc(-c3ccccn3)n2Cc2ccco2)cc1OC
 : 0% | -7% | i | 3% | 5% | 13% | x | -1% | x
CC(=O)c1ccc(OCc2cn(CC(=O)c3ccc(O)cc3)nn2)cc1
 : 21% | -7% | -2% | 11% | 3% | -3% | 4% | x | i

Continued.
Every second line gives: TDP43 rescue | GLP1R cytotox | PTHR1 ag | FUS yeast rescue | GLP-1R inv ag | Abeta yeast res | aSyn rescue | MmCpn inh | pAkt inh
CC(C)OCCCNC(=S)NNC(=O)c1ccc(Cl)c(Cl)c1
 : u | 8% | -5% | -29% | 19% | u | -2% | 4% | i
CC(=O)c1ccc(N2CCN(C(=S)NCCCN(C)C)CC2)cc1
 : -7% | 1% | i | 12% | 1% | 3% | -3% | -2% | i
COc1ccccc1C1NC(=O)NC(C)=C1C(=O)OCc1ccccc1 (configuration not stated)
 : -10% | -3% | -10% | -2% | -11% | 1% | 0% | -2% | i
COc1ccc(-c2cc3ncnc(Cl)c3s2)cc1
 : -7% | -15% | -21% | 12% | 20% | 15% | 8% | -25% | i
COc1ccccc1CNC(=O)CCNC(=O)N1CC(=O)Nc2ccccc21
 : 15% | 1% | i | -3% | -20% | -5% | 2% | 1% | i
CC1CCC(C(=O)NC(C(=O)N2CCC(N3CCCCC3)CC2)C(C)C)CC1 (configuration not stated)
 : -6% | -11% | -10% | -14% | 17% | -7% | x | -1% | x
Cc1ccc(S(=O)(=O)N2[C@@H](c3ccc(Cl)cc3)C(C(=O)O)=C[C@H]2CC2CCCC2)cc1
 : 1% | -19% | i | -6% | u | 8% | 3% | 0% | i
Nc1c(Cl)ncnc1Nc1ccc(C(=O)O)cc1
 : 0% | 1% | i | x | 25% | 8% | -1% | x | i
Cc1ccc(S(=O)(=O)N2CCOCC2)cc1NC(=O)COC(=O)c1ccc2c(c1)OCO2
 : -25% | -2% | -2% | 20% | -2% | 2% | -1% | -8% | i
CC(C)N1CCC(N2CCN(C3CCCCCC3)CC2CCO)CC1 (configuration not stated)
 : -9% | -27% | -51% | -38% | u | -11% | 0% | 0% | i
CC1CN(C(=O)N2CCCCC2)CCN1C(=O)N1CCCCC1 (configuration not stated)
 : -2% | 4% | -17% | -1% | -2% | -5% | 3% | 0% | i
CCOC(=O)C1(CC2CC2)CCN(S(=O)(=O)C[C@]23CC[C@H](CC2=O)C3(C)C)CC1
 : -10% | -10% | -18% | 7% | u | 7% | -1% | 4% | i
COCC1CCN(C(=O)C2CCC(=O)N(CC3CCCCC3)C2)CC1 (configuration not stated)
 : 14% | -9% | i | -6% | 12% | -5% | 5% | 2% | i
ON1C2CCCCC2N(O)C1c1c(F)c(F)c(F)c(F)c1F (configuration not stated)
 : -11% | -16% | -5%[57.5 µM] | 5% | 34%[activator] | -4% | -7% | 2% | i
Cc1ccc(C(=O)c2cn(Cc3ccccc3F)c3cc4c(cc3c2=O)OCCO4)cc1
 : 6% | -3% | -10% | -15% | 2% | -3% | x | x | x

Reprinted at random: 6 compounds from above
Every second line gives: TDP43 rescue | GLP1R cytotox | PTHR1 ag | FUS yeast rescue | GLP-1R inv ag | Abeta yeast res | aSyn rescue | MmCpn inh | pAkt inh
COc1ccccc1CNC(=O)CCNC(=O)N1CC(=O)Nc2ccccc21
 : 15% | 1% | i | -3% | -20% | -5% | 2% | 1% | i
CC(=O)c1ccc(N2CCN(C(=S)NCCCN(C)C)CC2)cc1
 : -7% | 1% | i | 12% | 1% | 3% | -3% | -2% | i
Cc1ccc(S(=O)(=O)N2[C@@H](c3ccc(Cl)cc3)C(C(=O)O)=C[C@H]2CC2CCCC2)cc1
 : 1% | -19% | i | -6% | u | 8% | 3% | 0% | i
CC1CCC(C(=O)NC(C(=O)N2CCC(N3CCCCC3)CC2)C(C)C)CC1 (configuration not stated)
 : -6% | -11% | -10% | -14% | 17% | -7% | x | -1% | x
CC(C)OCCCNC(=S)NNC(=O)c1ccc(Cl)c(Cl)c1
 : u | 8% | -5% | -29% | 19% | u | -2% | 4% | i
COCC1CCN(C(=O)C2CCC(=O)N(CC3CCCCC3)C2)CC1 (configuration not stated)
 : 14% | -9% | i | -6% | 12% | -5% | 5% | 2% | i

These rows are one share of the data (hit frequency here may not be typical).
